# Compound activity deposited in PubChem by National Center for Advancing Translational Sciences (NCATS).
# aSyn yeast inh = rescues yeast growth from alpha-synuclein toxicity; Yeast expressing alpha-synuclein, growth rescue, BacTiter-Glo, 24 h; Potency, µM (series often up to 46.1 µM), for inactives: at the top dose growth rescue (activation), hits mostly activators; 370,000 compounds, 0.14% hits; AID 652106; also: potency is read from the fitted curve at half-maximal effect; % of control where 0% means no effect; nearly all actives have a fitted effect of over 65% in size
#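 Rescue of yeast growth: cells expressing toxic alpha-synuclein, induced in galactose at OD600 0.02, incubated with compound 24 h at 30 C. ATP luminescence quantified growth; inhibitors of toxicity appear as activators.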
# GLP1R inv ag = GLP-1 receptor (human) inverse agonism; Potency, µM (titrated, usually from 38.3 µM), for inactives: at the top dose activity change, negative = inhibition, actives largely listed as inhibitors; P43220; 410,000 compounds, 1.6% hits; HEK293 GLP-1R CRE-luciferase, luminescence, 24 h; GLP-1R form is constitutively active; also: potency is read from the fitted curve at half-maximal effect; % is scaled to controls: 0 for no effect and ±100 for the full control effect; nearly all actives have a fitted effect of over 55% in size
# Target sequence (P43220 whole entry, looked up): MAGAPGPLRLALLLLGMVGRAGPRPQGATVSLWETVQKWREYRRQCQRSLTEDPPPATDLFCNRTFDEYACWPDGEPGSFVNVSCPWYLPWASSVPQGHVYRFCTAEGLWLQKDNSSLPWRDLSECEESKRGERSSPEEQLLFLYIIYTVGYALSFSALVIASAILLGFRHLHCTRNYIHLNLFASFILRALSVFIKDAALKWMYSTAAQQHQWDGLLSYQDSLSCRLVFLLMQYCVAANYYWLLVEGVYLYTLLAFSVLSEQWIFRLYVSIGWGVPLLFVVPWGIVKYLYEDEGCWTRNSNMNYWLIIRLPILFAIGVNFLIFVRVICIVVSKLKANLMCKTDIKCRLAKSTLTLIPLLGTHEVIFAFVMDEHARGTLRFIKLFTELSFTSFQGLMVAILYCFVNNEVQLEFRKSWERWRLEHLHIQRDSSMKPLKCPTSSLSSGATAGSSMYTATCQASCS
#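 Inverse agonism was detected as reduced cAMP-driven luciferase luminescence after 24 h compound treatment. The cells were HEK293 clones expressing constitutively active human GLP-1R with the reporter. Reporter-only and GPR119 cell lines served as counterscreen controls.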
# KB-V1 MDR tox = KB-V1 MDR subline cytotoxicity; AID 1347076; Potency, µM (doses to about 46.1 µM), for inactives: at the top dose activity change, negative = cytotoxicity, hits mostly cytotoxic; 400,000 compounds, 3.4% hits; KB-V1 MDR cells viability, CellTiter-Glo, 72 h; also: potency is read from the fitted curve at half-maximal effect; % is scaled to controls: 0 for no effect and ±100 for the full control effect; nearly all actives have a fitted effect of over 60% in size
#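 KB-V1 cells (P-gp-expressing MDR subline of KB-3-1) in phenol-red-free DMEM with 10% FBS were exposed to library compounds over a concentration series for 72 h at 37 degrees C. Viability read by CellTiter-Glo luminescence; concentration-effect curves fitted after normalization.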
# D3 ag = agonists of human D3 dopamine receptor | P35462 | D3R DiscoveRx beta-arrestin cells, luminescence, 90 min | max activation, % | 410,000 compounds, 0.58% hits | AID 652048; in the data active = max activation above about 30%; also: 0% is about no effect; mostly tested at two doses, the higher about 12 µM
#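 Agonist-mode cell screen: cells plated at 1500/well and incubated overnight at 37 °C, then exposed to library compounds for 90 min at 37 °C. Detection reagent was added for 30–60 min at room temperature, and luminescence was read.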
# D3 antag = D3 dopamine receptor (human) antagonism. P35462. D3R cells, DiscoveRx beta-arrestin luminescence, antagonist mode; active compounds read low. max response, negative = inhibition, %. 360,000 compounds, 2.5% hits. AID 652054; in the data active = max response below about -50%; inconclusive = no clear call, values can overlap the other calls; also: % is scaled to controls: 0 for no effect and ±100 for the full control effect; mostly tested at two doses, the higher about 12 µM
#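 Cells expressing the human receptor were seeded at 1500 cells/well, incubated overnight at 37 degrees C in 5% CO2, then exposed to library compounds with dopamine controls for 90 minutes at 37 degrees C before luminescent detection.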
# GLP-1R agonist = agonists of human GLP-1 receptor; P43220; HEK293 GLP-1R CRE-luciferase, luminescence, 4-6 h; cells express a hypersensitive GLP-1R form; Potency, µM (doses to about 45.6 µM), for the others: top-dose activation, actives largely listed as activators; 380,000 compounds, 0.007% hits; AID 624172; also: potency is read from the fitted curve at half-maximal effect; % of control where 0% means no effect
# TDP-43 yeast inh = rescues yeast growth from TDP-43 toxicity; TDP-43 expressing yeast growth rescue, BacTiter-Glo, 24 h; Potency, µM (titrated, usually from 46.1 µM), for inactives: at the top dose growth rescue (activation), hits mostly activators; 410,000 compounds, 1.8% hits; AID 652104; also: potency is read from the fitted curve at half-maximal effect; % of control where 0% means no effect; nearly all actives have a fitted effect of over 50% in size
#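 Yeast cells expressing TDP-43 under galactose induction are exposed to compounds for 24 hr at 30 deg C. BacTiter-Glo luminescence measures growth, so protective compounds score as activators.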
# PTHR1 agonist = agonists of human PTHR1 parathyroid hormone receptor; Q03431; AID 743266; HEK293 GP2 PTHR1 cells, GloSensor cAMP luminescence, 1 h; 410,000 compounds, 0.075% hits; Potency, µM (highest dose often 115 µM), inactives show top-dose activation, actives largely listed as activators; also: potency is read from the fitted curve at half-maximal effect; nearly all actives have a fitted effect of over 55% in size; some results filed as inactive show a strong effect at the top dose; inactives centre near -15; many of its hits are not listed in these tables
# Target sequence (Q03431 whole entry, looked up): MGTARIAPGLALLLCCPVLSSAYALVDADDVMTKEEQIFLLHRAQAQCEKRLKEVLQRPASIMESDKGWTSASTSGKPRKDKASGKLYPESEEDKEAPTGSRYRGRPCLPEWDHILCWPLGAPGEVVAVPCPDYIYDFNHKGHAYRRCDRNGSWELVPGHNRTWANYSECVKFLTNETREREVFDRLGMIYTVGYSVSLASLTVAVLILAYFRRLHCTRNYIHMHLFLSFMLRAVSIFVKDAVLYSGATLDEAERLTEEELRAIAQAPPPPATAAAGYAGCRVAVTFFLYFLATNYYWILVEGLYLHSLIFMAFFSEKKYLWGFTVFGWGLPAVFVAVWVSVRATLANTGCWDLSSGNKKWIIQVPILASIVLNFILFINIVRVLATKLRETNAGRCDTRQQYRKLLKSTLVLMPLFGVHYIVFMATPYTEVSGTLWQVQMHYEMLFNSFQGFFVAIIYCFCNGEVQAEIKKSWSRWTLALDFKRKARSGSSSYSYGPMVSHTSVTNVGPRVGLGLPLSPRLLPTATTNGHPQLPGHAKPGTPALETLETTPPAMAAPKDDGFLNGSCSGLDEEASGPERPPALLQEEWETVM
#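 HEK-293-derived GP2 cells expressing PTHR1 and a GloSensor cAMP reporter, 3,000/well, plated overnight, given luciferin plus IBMX (each 0.5 mM as added) for 1 h at 37 °C, then compound for 1 h at 37 °C. Luminescence was read after 15 min at room temperature.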
# HEK293 tox = cytotoxic in the GLP-1 receptor inverse agonist counter-screen; 410,000 compounds, 0.13% hits; HEK293 cAMP-luciferase reporter cells, luminescence, 24 h; Potency, µM (highest dose often 38.3 µM), for inactives: at the highest dose activity change, negative = inhibition, hits mostly inhibitors;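 also: loss of luciferase light is scored as toxicity; potency is read from the fitted curve at half-maximal effect; % is scaled to controls: 0 for no effect and ±100 for the full control effect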
#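 1536-well qHTS counterscreen of the MLSMR; 200 cells/uL, 12 h pre-incubation, 23 nL cpd, 24 h at 37 deg C 5% CO2, luciferase detection reagent, 12 min RT, luminescence. Inhibition = undesired.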
# Numbers without * were called inactive; i = inactive; ? = inconclusive; . = no result given; & = joins results of further samples; [ ] = dose if it differs, or a comment. Unless noted, calls follow the shape of the dose curve; as a rule, active = well fitted curve in the direction sought with a large enough effect; inconclusive = small, poorly fitted or top-dose-only effect, or another doubt; inactive = no such curve, though single readings can be large; an effect the other way counts as inactive or inconclusive. These rows are one share of the data; the hit share may differ from the screen's.
SMILES,aSyn yeast inh,GLP1R inv ag,KB-V1 MDR tox,D3 ag,D3 antag,GLP-1R agonist,TDP-43 yeast inh,PTHR1 agonist,HEK293 tox
Cc1ccccc1OCC(=O)NCC(=O)OCC(=O)c1ccc([N+](=O)[O-])cc1,?,-7%,0%&4%,-2,13,-1%,10%,i,16%
CC(=O)NC(c1ccccc1)c1nc(/C=C/c2ccccc2)cs1 (stereo not drawn),0%,5%,3%,6,57,-5%,?,i,-3%
CCN1CCN(c2c(S(=O)(=O)c3ccc(OC)cc3)cnc3cc(OC)c(OC)cc23)CC1,.,-18%,?,-2,.,.,19%,-25%,-25%
COCC(O)Cn1ccnc1N=Nc1ccccc1 (stereo not drawn),-9%,11%,-24%,-10,-7,-5%,-4%,?,-9%
CCC1CN(C(=O)NCc2ccc(C)cc2)c2ccccc2O1 (stereo not drawn),18%,?,?,-1&6,-7,8%,26%&14%,i,19%&10%
O=C(O)c1ccccc1-c1ccccc1C(=O)NCCc1ccccc1,1%,-9%,-1%,1,16,-3%,13%,i,0%
COc1ccc(Br)c(C(=O)OCC(=O)NC2CC2)c1,4%,1%,?,-1,-3,-3%,13%,i,-3%
O=C(CSc1ncc(S(=O)(=O)c2ccc(Cl)cc2)c(=O)[nH]1)Nc1ccc2c(c1)OCCO2,-1%,-5%,0%,-4,.,2%,6%,i,0%
O=C(CN1CCCCCC1)NN(Cc1ccccc1)c1ccccc1,3%,?,-16%,-34,-23,0%,-22%,i,-29%
COCCSc1ccccc1C(=O)Nc1cc([N+](=O)[O-])ccc1OC,3%,13%,13%,-3,-3,10%,19%,-21%,-11%
C[C@H](CO)N1C[C@H](C)[C@@H](CN(C)Cc2ccc(C(=O)O)cc2)Oc2c(NC(=O)Cc3ccccc3)cccc2C1=O,4%,14%,14%,4,8,-4%,9%,-15%,-28%
O=C(NCc1cccs1)c1ccc([N+](=O)[O-])cc1,-5%,-29%,-15%,1,-9,11%,-19%,i,0%
Cc1cc(C)n2nc(-c3cnn(C)c3C(F)(F)F)cc2n1,3%,0%,13%,5,10,12%,13µM*,i,-3%
COc1ccc(/C=C/C(=O)Nc2c(C(=O)O)[nH]c3ccccc23)cc1OC,0%,17%,18%,-12,-9,-2%,4%,-12%,1%
CC(C)=CCN1CCN(Cc2cc(CC(C)C)n[nH]2)CC1CCO (stereo not drawn),-1%,11%,-8%,-25,-27,9%,-1%,20%,-7%
N#CCC(=O)N/N=C/c1cc(Br)ccc1OCc1cccc2ccccc12,7%,-29%,3%,2,-7,5%,-5%,i,-5%
CCC(C)[C@H](NC(=O)Nc1ccc2c(c1)OCCO2)C(=O)O (stereo partly drawn),-5%,5%,11%,6,2,0%,-11%,-3%[57.5 µM],15%
C(CCN1CCOCC1)CN1CCOCC1,-1%,2%,1%,5,8,3%,21%,i,-4%
CCN(CC)CC(=O)Nc1ccc(-c2nc3cc(NC(=O)CN(CC)CC)ccc3o2)cc1,1%,-21%,18µM*,-1,0,1%,-5%,i,?
Cc1cc(C)cc(OC(=O)CCN2C(=O)C3C4C=CC(C5CC45)C3C2=O)c1 (stereo not drawn),3%,9%,13%,3,15,7%,-13%,i,-4%

# Fetched by structure from the entries so far, two records:
SMILES,aSyn yeast inh,GLP1R inv ag,KB-V1 MDR tox,D3 ag,D3 antag,GLP-1R agonist,TDP-43 yeast inh,PTHR1 agonist,HEK293 tox
CCN1CCN(c2c(S(=O)(=O)c3ccc(OC)cc3)cnc3cc(OC)c(OC)cc23)CC1,.,-18%,?,-2,.,.,19%,-25%,-25%
CC(C)=CCN1CCN(Cc2cc(CC(C)C)n[nH]2)CC1CCO (stereo not drawn),-1%,11%,-8%,-25,-27,9%,-1%,20%,-7%

# (next part)
SMILES,aSyn yeast inh,GLP1R inv ag,KB-V1 MDR tox,D3 ag,D3 antag,GLP-1R agonist,TDP-43 yeast inh,PTHR1 agonist,HEK293 tox
Cc1ccc(C)c(S(=O)(=O)N2CCN(C(C)C(=O)Nc3ccccc3-c3ccccc3)CC2)c1 (stereo not drawn),3%,?,?,3,0,1%,15%,i,12%
O=[N+]([O-])c1cc(S(=O)(=O)N2CCCCC2)ccc1NCCCN1CCOCC1,7%,-13%[0.307 µM],3%,2,-11,-10%,20%,i,-1%[0.307 µM]
O=Cc1ccc2noc(-c3ccc(F)cc3)c2c1,-2%,29%,3%,-2,18,0%,-19%,i,-2%
COc1cc(Cl)ccc1OCc1cc(C(=O)N(C)Cc2cccc3cnccc23)no1,15%,?,?,5,5,1%,13%,-17%,-26%
COc1cccc(OC)c1C(=O)OCC(=O)N1CC(C)CC(C)C1 (stereo not drawn),-18%,-12%,.,-18,-3,8%,-20%,i,5%
O=C(O)COc1ccc(Cl)cc1CO,-4%,6%,-2%,-20,0,-6%,0%,-16%[57.5 µM],2%
COc1ccc(-c2coc3c2c(C)cc2oc(=O)c(C)c(C)c23)cc1,.,2%,13%,-6,.,.,6%,0%,-2%
Brc1ccc(CN2CCc3nc(Nc4ccccc4)ncc3C2)s1,.,?,1%,-8,.,.,22%,i,-5%
O=C(Nc1ccc(C(=O)N2CCOCC2)cc1)c1ccccc1,1%,24%,8%,15,1,3%,10%,-20%,-5%
Cc1ccc(-c2onc(C)c2C)cc1S(=O)(=O)Nc1ccccn1,.,-4%,.,11,.,.,24%,i,-2%
Cc1cc(C(=O)Nc2ccc(F)cc2C)n(-c2ccccc2)n1,0%,5%,23%,-6,-8,13%,20%,-18%,-12%
CCN(C(=O)CN1C(=O)/C(=C/c2ccc(F)cc2)SC1=S)C1CCS(=O)(=O)C1 (stereo not drawn),-1%,?,5%,2,-5,11%,-20%,i,-31%
COC(=O)c1cncn1Cc1ccccc1,4%,8%,0%,4,5,12%,2%,i,-6%
O=C(CN1CCOCC1)OCCCC1CCCCC1,3%,25%,20%,5,8,-4%,-5%,i,5%
Cc1cc(C)cc(NC(=O)N2C3CCCC2CC(NC(=O)C2CC2)C3)c1 (stereo not drawn),5%,7%,10%,4,8,18%,-14%,i,-3%
CCn1nc(C)c(C2C(C#N)=C(N)OC3=C2C(=O)CCC3)c1C (stereo not drawn),-7%,22%,?,-3,7,0%,15%,i,15%
COC1OC(COC(=O)CNC(=O)OC(C)(C)C)C(O)C(O)C1O (stereo not drawn),-2%,-6%,-2%,-10,-25,7%,-1%[0.397 µM],15%,3%
COCCCNc1nc2nonc2nc1N1CCN(Cc2cccc(C)c2)CC1,0%,-22%,0%,-16,2,10%,.,-14%,3%
CCOCCCn1c(SCC(=O)Nc2cc(OC)ccc2OC)nc2ccccc2c1=O,9%,-6%,-19%,14,5,?,10%,i,5%
CN(C)S(=O)(=O)N1CCN(CC(O)COc2ccc3cc(Br)ccc3c2)CC1 (stereo not drawn),-2%,?,?,4,21,-5%,6%,-50%[inhibitor],?
COc1ccc(Br)cc1C1CC(=O)C(C)C(c2cc(Br)ccc2OC)N1 (stereo not drawn),-1%,?,-24%,-5,-1,9%,-13%,-9%,-1%
CC(C)(C)C1CCc2c(sc3nc(SCC(=O)O)nc(N)c23)C1 (stereo not drawn),0%,-23%,13%,-8,-8,-2%,-16%,-21%,4%
CCN(C(=O)c1cc(Cl)ccc1OC)C1CCCCC1,12%,0%,?,0,-16,-1%,19%,-5%[57.5 µM],-8%
CCOC(=O)c1c(NC(=O)CSc2nnc(-c3cccnc3)o2)sc(C(C)=O)c1C,4%,8%,12%,2,-15,-2%,17%,-23%[57.5 µM],-13%
COCC(=O)N(Cc1cc2cc(OC)ccc2[nH]c1=O)c1ccc(C)cc1,0%,-1%,2%,-4,-6,-5%,1%,i,7%
O=C(O)c1ccccc1C(=O)NC1CCCCNC1=O (stereo not drawn),-1%,16%,10%,12,47,-2%,0%,-10%,-6%
Cc1csc(=O)n1CC(=O)OCC(=O)NCc1ccc(F)cc1,2%,3%,-7%,-1,-6,-4%,22%,-13%,1%
COc1ccc(Cc2nnc(NC(=O)CSc3ccc(C)cc3)s2)cc1,-12%,-13%,?,-1,13,0%,14%,i,-6%
Cc1ccc(NC(=O)CCNS(=O)(=O)c2ccc3c(c2)CCC(=O)N3)cc1F,1%,20%,1%,-1,-6,2%,-12%,i,13%
O=C(CCS(=O)(=O)c1ccccc1)Nc1ccccc1-c1nc2ccccc2s1,-6%,2%,-17%,-1,-10,0%,-18%,i,5%
Cc1ccc(/C=C(\C#N)C(=O)NCc2ccco2)o1,9%,24%,?,2,1,1%,1%,-2%,-10%
Cc1ccc(C(C)NC(=O)C23CC4CC(CC(C4)C2)C3)cc1 (stereo not drawn),-18%,?,-28%,-5,-7,-1%,-52%[inhibitor],-7%,0%
CCOC(=O)C1=C(NC(=S)NC(=O)c2ccccc2)c2ccccc2CC1(C)CC (stereo not drawn),-13%,5µM*,?,-1,2,-2%,?,-1%,11µM*
CCOCCCN(C(=O)c1snc(C(N)=O)c1N)C(C(=O)NC(C)(C)C)c1ccc(Cl)cc1 (stereo not drawn),0%,-30%,0%,-13,14,12%,-23%[1.82 µM],?,-2%
O=C(CN1C(=O)c2ccccc2S1(=O)=O)N1CCOCC1,-11%,0%,0%,-1,4,-8%,-5%,-90%[inhibitor],-20%
Cc1c(NS(=O)(=O)c2ccc(N)cc2)c(=O)n(-c2ccccc2)n1C,1%,-15%,?,11,7,-8%,13%,i,-17%
COc1ccc(O)c(C2Nc3ccccc3-n3c(-c4ccccc4)c4c(=O)n(C)c(=O)n(C)c4c32)c1 (stereo not drawn),.,3%,?,45*,.,.,2%,-30%,21%
O=C(CC(=O)Nc1cccc(Cl)c1Cl)Nc1cccc(Cl)c1Cl,8%,-5%,20%,0,24,12%,?,i,-29%
